mHTT-CaM PPI inh – mutant huntingtin-calmodulin interaction inhibitors – biochemical, AlphaScreen, primary screen | AlphaScreen His-mHTT/GST-CaM binding, luminescence | inhibition, % at 15 µM | hit rate 3.6% among 190,000;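 note: 0% = both proteins with DMSO and 100% = one protein alone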
Pf apPOL block – Pf-apPOL inhibitors, biochemical, fluorescence; AID 1794808, 2022; Recombinant Pf-apPOL, molecular beacon fluorescence, 1.5 h; Plasmodium falciparum apicoplast DNA polymerase (apPOL); hit rate 0.25% among 210,000; inhibition, % at 10 µM
Numbers without * were called inactive; i = inactive; . = not tested or not shown; & = joins results of further samples. Cut-off read from the data, not from the text of the source: active = inhibition above about 50%; inactive = the rest.

SMILES	mHTT-CaM PPI inh	Pf apPOL block
COc1ccccc1-c1nc(C2CCN(C(=O)c3cc4cc(Cl)ccc4[nH]3)CC2)no1	81*	-3
Cc1cnc(C(=O)N2CCCC(c3nnc(-c4ccccc4F)s3)C2)cn1 (stereo not drawn)	-9	-8
COC(=O)c1ccccc1NC(=O)N1CC(C)Oc2ccc(Cl)cc21 (stereo not drawn)	-2	-7
CCOCC(=O)N1CCC(O)(c2ccccc2)C(N2CCCC2)C1 (stereo not drawn)	8	3
CCC1CCCCN1C(=O)C1CCCN1C(C)=O (stereo not drawn)	4	-1
CC(=O)NC1C(Oc2ccc([N+](=O)[O-])cc2)OC(CO)C(O)C1O (stereo not drawn)	-6	-5
Cc1ccc2c(c1)N(c1ccc(C)c(F)c1)C=C(C#N)S2(=O)=O	-5	-2
CC1(C(=O)NCc2ccccc2)CCCN(C(=O)Nc2ccc(Br)cc2F)C1 (stereo not drawn)	-3	-2
O=C(NCC1CCN(Cc2ccc(Cl)cc2)CC1)Nc1ccccc1F	6	-1
Cc1noc(-c2ccc(OC(F)(F)F)cc2)c1C(=O)NCc1cccc(Cl)c1	-14	1
Cc1ccnc(N2CCC(C(=O)NCC3CCN(Cc4ccccc4F)CC3)CC2)n1	3	-10
COc1cc(Cl)ccc1C(=O)N1CC2CC1CC2NC(=O)c1ccccc1 (stereo not drawn)	5	-4
Cc1noc(C)c1S(=O)(=O)N1CCOCC1	.	-10
O=C(NCCOc1ccc2nnc(-c3cccc(F)c3)n2n1)c1ccc2c(c1)OCO2	-1	-3
COc1ccccc1NC(=O)c1ccc(SC)cc1OC	-15	5
CCC(C)NC(=O)c1ccc(-c2ccc(N3CCSCC3)nc2)cc1 (stereo not drawn)	-2	-1
Cc1[nH]nc2c1C1(CC[C@H]3COC1O3)C(C#N)=C(N)O2 (stereo partly drawn)	0	.
Cc1c(Cl)cccc1NC(=O)C1CC(=O)N(c2ccc(Br)cc2)C1 (stereo not drawn)	-4	-2
N#Cc1cc2c(nc1SCC(=O)Nc1nccs1)CCCCC2	6&2	1&-6
O=C(Nc1cccnc1)c1cccc(S(=O)(=O)N2CCCC2)c1	-3	-81
COc1ccc(-c2c(-c3ccc4c(c3)OCO4)noc2C)cn1	-23	0
CCc1cc(C(=O)N2CCN(CC)CC2)nc2cc(-c3cccs3)nn12	1	-4
COc1ccc(C(=O)O/N=C2\CCOc3cc(OC)ccc32)cc1	i	-3
c1ccc(-c2cn3ccccc3n2)cc1	.	-11
Cn1cc(CCC(=O)NCCc2ccc(Cl)cc2)c2ccccc21	11	-21

Two entries from above, bar-delimited:
structure | mHTT-CaM PPI inh | Pf apPOL block
COc1cc(Cl)ccc1C(=O)N1CC2CC1CC2NC(=O)c1ccccc1 (stereo not drawn) | 5 | -4
Cc1noc(C)c1S(=O)(=O)N1CCOCC1 | . | -10

Pulled by compound from the entries so far, three records:
SMILES	mHTT-CaM PPI inh	Pf apPOL block
O=C(Nc1cccnc1)c1cccc(S(=O)(=O)N2CCCC2)c1	-3	-81
Cc1ccc2c(c1)N(c1ccc(C)c(F)c1)C=C(C#N)S2(=O)=O	-5	-2
Cc1noc(C)c1S(=O)(=O)N1CCOCC1	.	-10

Compounds listed so far that have a Cl atom:
SMILES	mHTT-CaM PPI inh	Pf apPOL block
COc1ccccc1-c1nc(C2CCN(C(=O)c3cc4cc(Cl)ccc4[nH]3)CC2)no1	81*	-3
COC(=O)c1ccccc1NC(=O)N1CC(C)Oc2ccc(Cl)cc21 (stereo not drawn)	-2	-7
O=C(NCC1CCN(Cc2ccc(Cl)cc2)CC1)Nc1ccccc1F	6	-1
Cc1noc(-c2ccc(OC(F)(F)F)cc2)c1C(=O)NCc1cccc(Cl)c1	-14	1
COc1cc(Cl)ccc1C(=O)N1CC2CC1CC2NC(=O)c1ccccc1 (stereo not drawn)	5	-4
Cc1c(Cl)cccc1NC(=O)C1CC(=O)N(c2ccc(Br)cc2)C1 (stereo not drawn)	-4	-2
Cn1cc(CCC(=O)NCCc2ccc(Cl)cc2)c2ccccc21	11	-21

Other compounds.
SMILES	mHTT-CaM PPI inh	Pf apPOL block
O=C(Nc1ccccc1Cl)c1ccccc1Br	-11	-3
O=C(NCc1cccc(C(F)(F)F)c1)C1CCN(c2ccc(Cl)cc2)C1=O (stereo not drawn)	-9	-3
COc1ccc(NS(=O)(=O)c2ccc(NS(=O)(=O)c3ccc(F)cc3)cc2)cc1	1	-17
CCN1CCN(Cc2c(O)ccc3c2OC(=Cc2ccc(C(=O)OC)cc2)C3=O)CC1	37	11
CCc1ccc(C(=O)N2CCC(c3nc4cccnc4n3C)C2)cc1 (stereo not drawn)	3	-8
C=CCn1cnc2c1c(=O)n(CC(C)C)c(=O)n2-c1cccc(Cl)c1	-5	-3
COCc1cc(=O)[nH]c(Cc2c(Cl)cccc2Cl)n1	.	-6&-2
Cc1ccc(C(=O)O/N=C(\N)c2cccnc2)cc1Cl	i	-2
O=C(NCCN1CCCC1)c1ccc(-c2ccnc(N3CCCCC3)n2)cc1	1	1
O=C(CCC1CCCN(C(=O)Nc2ccc(Cl)cc2)C1)N1CCCCC1 (stereo not drawn)	14	-1
O=C(NCc1ccc(N2CCCCC2)cc1)c1ccc2ncnc(N3CCCC3)c2c1	30	3
COc1ccc(Cl)cc1C(=O)Nc1ccc(CC#N)cc1	4	-6
CCOc1ccc2nc(N=Cc3nc(-c4ccccc4)oc3O)sc2c1	-3	1
O=C(NCc1ccccc1)C(Cl)Cl	2	-2
CC1CCN(C(=O)C2c3ccccc3CCN2CC(=O)Nc2ccc(F)cc2F)CC1 (stereo not drawn)	38	-5
Cn1nc(-c2nc(Cc3ccccc3)no2)c2c1CCN(C(=O)Cc1ccc(F)cc1)C2	4	-2
O=C(CSc1nnc(CNC(=O)c2ccc(F)cc2)o1)NCc1ccco1	-10	-4
O=S(=O)(/C=C/c1ccccc1)NCc1ccc2c(c1)OCO2	-7	1
CCCC1CCC2(CC1)CC[C@H]2OC(=O)NCc1ccco1 (stereo partly drawn)	-25	-4
CC(=O)OC[C@H]1O[C@@H](n2ncc(=O)[nH]c2=O)[C@H](OC(C)=O)[C@@H]1OC(C)=O	-10	.
COc1ccccc1C(NC(=O)Cc1ccccc1)c1ccc2cccnc2c1O (stereo not drawn)	35	-4
CC(NC(=O)c1ccc2c3c(onc13)-c1ccccc1C2=O)c1ccccc1 (stereo not drawn)	17	-2
Cc1ccccc1S(=O)(=O)N1CCCN(C2CCN(Cc3ccc(F)cc3)C2=O)CC1 (stereo not drawn)	47	0
Cc1ccsc1C(=O)N1CCCn2nc(-c3ccncc3)cc2C1	-4	-3
Cc1ccc(/C=C2\N=C(c3cc([N+](=O)[O-])ccc3Cl)OC2=O)o1	3	-2

New compounds follow.
SMILES	mHTT-CaM PPI inh	Pf apPOL block
Cn1cnc2sc3c(c2c1=O)CCCC3	-6	.
CC(=O)N1CCc2cc(Br)cc(S(=O)(=O)N3CCCc4ccccc43)c21	12	-4
CCOc1ccccc1NC(=O)NCC(O)(c1ccccc1)C(F)(F)F (stereo not drawn)	-10	-2
COc1ccc(OC)c(COCC(O)CN2CC(C)CC(C)C2)c1 (stereo not drawn)	-6	-1
CC(C)c1ccccc1NC(=O)CCCCCN1C(=O)c2cccc([N+](=O)[O-])c2C1=O	11	-7
Cc1ccc(NC(=O)N2CCC(n3cnc4ccccc4c3=O)CC2)cc1Cl	-5	-3
CCOc1ccc(-n2nc3ccc(NC(=O)c4ccccc4[N+](=O)[O-])cc3n2)cc1	18	5
CCn1cnnc1C1CCCCN1C(=O)c1cc(-c2cccs2)[nH]n1 (stereo not drawn)	13	3
Cc1ccc(N2C(=O)CC(Sc3nc(C)cc(C(F)(F)F)c3C#N)C2=O)cc1 (stereo not drawn)	24	0
CCc1ccc(OCC(=O)OCCNC(=O)c2ccncc2)cc1	-18	3
CCCC(=O)Nc1nnc(C2CC(=O)N(c3ccc(S(C)(=O)=O)cc3)C2)o1 (stereo not drawn)	5	-3
O[C@@H]1CN(Cc2cccs2)[C@@H](c2ccc(Cl)cc2)C[C@H]1n1cc(C2CC2)nn1	2	-2
Cc1ccc(NC(=O)c2ccc(-c3cccc(C)c3)nc2)cc1	-1	-2
COc1ccc([C@H]2C[C@H](O)[C@@H](n3cc(COC(=O)c4ccccc4)nn3)CN2Cc2cccs2)cc1	90*	2
Cn1c(C#N)nc2c1c(=O)n(Cc1ccccc1F)c(=O)n2C	-1	-17
Cc1oc2ccn(Cc3cccc(F)c3)c(=O)c2c1C(=O)NC1CCCCC1	-10	-2
CCc1[nH]nc(-c2ccc(OC)cc2OC)c1NC(C)=O	97*	84*
CC1CCN(CC(=O)Nc2ccccc2C#N)CC1	-18	-9
CCOc1ccccc1/C=C1/N=C(c2ccc(Br)cc2)OC1=O	-2	-3
CN(C)c1ccc(-c2ccc3nc(C(=O)N4CCCC4)cn3c2)cc1	97*	34
O=C(CN1N=C(c2ccc(Cl)cc2)CCC1=O)NCCN1CCCC1	4	-12
Cn1cnnc1C1CCN(C(=O)C2COc3ccccc3O2)CC1 (stereo not drawn)	1	-2
Nc1c2cnc(N3CCCC3)nc2nc(=O)n1-c1ccc(Cl)cc1	.	-12
CC1CCCC(C)N1CC(O)COc1ccc(Br)cc1 (stereo not drawn)	-4	-4
CC(C)NC(=O)N1CCC(c2nc(CCNC(=O)C3CC3)cs2)CC1	-2	-2

Next part:
SMILES	mHTT-CaM PPI inh	Pf apPOL block
COc1cc(NC(=O)c2ccc(Cl)cc2)c(Cl)cc1NC(=O)c1cccc([N+](=O)[O-])c1	-5	-6
O=C(Nc1nc2c(Cl)cccc2s1)c1cc(=O)c2ccccc2o1	-1	50*
O=C(c1ccoc1)N1CCc2c(nc3cc(-c4ccccc4Cl)[nH]n3c2=O)C1	4	-3
OC(C#CC(O)(c1ccccc1)c1ccccc1)c1ccccc1F (stereo not drawn)	-5	88*
Cc1ccc(C(=O)NCc2ccccn2)c(Cl)c1	-1	-5
O=C(COc1ccc(Br)cc1)Nc1ccncc1	-5	-3
COc1ccc(CNC(=O)c2ccc(SCCN3CCCCC3)nc2)cc1	4	-6
CCN(CCCNC(=O)C1CC(=O)N(CCc2ccccc2)C1)c1cccc(C)c1 (stereo not drawn)	25	0
CC(C)Oc1ccc(CC2CCC(=O)N(C)C2=O)cc1 (stereo not drawn)	-6	-18
Cc1nc(CSc2ncnc3sc4c(c23)CCC4)cs1	-8	5
COc1ccccc1CNC(=O)C1c2ccccc2C(=O)N(C)C1c1ccc(OC)c(OC)c1 (stereo not drawn)	6	-1
O=C1OC(c2cc([N+](=O)[O-])ccc2Cl)=N/C1=C\c1ccccc1C(F)(F)F	-6	3
CCS(=O)(=O)N1CCC(CN2CCC(C)CC2)CC1	-8	1
CCc1nc2c(c(=O)n1CC(=O)Nc1cccc(Cl)c1)CN(Cc1ccccc1)CC2	31	0
O=C(CCN1CCCC1)NCC1COc2ccccc2O1 (stereo not drawn)	0	-8
COc1ccc2c(c1)OC(=Cc1cccc(O)c1)C2=O	7	-7
Cc1nn(C(=O)c2ccncc2)c(C)c1Sc1ccccc1[N+](=O)[O-]	9&0	-1&1
CSc1n[nH]c(NC(=O)Nc2ccccc2)c1S(=O)(=O)c1ccc(Cl)cc1	.	-4
COCCCNC(=S)NN=Cc1ccc(Cl)c(Cl)c1	.	8
COCCc1noc(COC2CCN(C(=O)c3cccs3)CC2)n1	-5	-1
Cc1ccc(-c2nnc(-c3ccc(-n4ccnc4)nc3)o2)cc1F	-1	2
O=S(=O)(c1ccccc1Br)N(Cc1cn(Cc2ccccc2)nn1)C1CC1	-15	-13
O=C(CN1CCN(CC(=O)Nc2ccc(F)c(F)c2)CC1)Nc1ccc(F)cc1	-7	-3
O=C(CN1C(=O)c2ccccc2C1=O)Nc1ccccc1I	-3&5	-3&1
Cn1sc(=O)c2cc(S(=O)(=O)NC3CC3)ccc21	.	-8

4 consecutive entries out of the list so far:
SMILES	mHTT-CaM PPI inh	Pf apPOL block
O=S(=O)(c1ccccc1Br)N(Cc1cn(Cc2ccccc2)nn1)C1CC1	-15	-13
O=C(CN1CCN(CC(=O)Nc2ccc(F)c(F)c2)CC1)Nc1ccc(F)cc1	-7	-3
O=C(CN1C(=O)c2ccccc2C1=O)Nc1ccccc1I	-3&5	-3&1
Cn1sc(=O)c2cc(S(=O)(=O)NC3CC3)ccc21	.	-8

More structures follow:
SMILES	mHTT-CaM PPI inh	Pf apPOL block
O=C(Cn1ccc2ccccc21)N1CCC(COCc2ccccc2)CC1	58*	-16
O=c1c2cccc(Cl)c2ncn1C1CCN(S(=O)(=O)c2ccccc2)CC1	-8	1
COc1ccc(N2CCN(C(=O)c3cc(F)c(F)cc3Cl)CC2)c([N+](=O)[O-])c1	16	-6
Cc1ccc(N(c2ncnc(N)c2[N+](=O)[O-])C2CCCCC2)cc1	14	0
Cc1cccc(CN(c2ccc(Br)cc2)S(C)(=O)=O)c1	-23	0
CC(C)CCNC(=O)C1CCN(c2nc3cc(Cl)ccc3s2)CC1	5	-13
O=c1[nH]c(/C=C/c2ccc(Cl)cc2)nc(O)c1[N+](=O)[O-]	12	-4
COc1ccc(S(N)(=O)=O)cc1OC	-4	.
CSc1ccccc1C(=O)NCC1(O)CCc2ccccc21 (stereo not drawn)	-9	-11
CCCS(=O)(=O)c1c(S(=O)(=O)CCC)c2ccccn2c1C(=O)c1ccc(F)cc1	-6&0	-2&-1
COC1=CC(CC(=O)c2ccc(OC)c(OC)c2)C(C(=O)c2ccccc2Cl)C=C1OC (stereo not drawn)	10	-1

Rows are unselected. About 3.5% of those tested had a hit in this group.
